OX1R antag-1 = blocks the human orexin 1 receptor. OX1R-expressing cells, FRET antagonist read-out. inhibition, % at 6.6 µM. actives 1.8% (n = 330,000). AID 485270; in the data active = inhibition mostly above about 38%, no sharp cut-off; inactive = mostly below about 40%;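 note: 0% = agonist challenge alone and 100% = reference antagonist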
Target sequence (O43613 whole entry, looked up): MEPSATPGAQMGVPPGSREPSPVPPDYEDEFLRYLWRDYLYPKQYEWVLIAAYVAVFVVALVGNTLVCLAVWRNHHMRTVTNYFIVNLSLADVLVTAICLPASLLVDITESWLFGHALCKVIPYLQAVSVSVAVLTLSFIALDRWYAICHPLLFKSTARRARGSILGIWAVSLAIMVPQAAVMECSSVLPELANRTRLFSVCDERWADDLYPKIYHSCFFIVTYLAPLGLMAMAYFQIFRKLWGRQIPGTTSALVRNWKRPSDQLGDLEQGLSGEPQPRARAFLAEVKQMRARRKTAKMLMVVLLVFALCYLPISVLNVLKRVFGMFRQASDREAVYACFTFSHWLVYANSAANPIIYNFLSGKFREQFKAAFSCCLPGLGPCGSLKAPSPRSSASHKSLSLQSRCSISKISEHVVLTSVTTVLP
OX1R antag-2 = antagonists of human orexin 1 receptor | CHO/OX1R cells, Fluo-8 calcium fluorescence, orexin A | O43613 | actives 0.43% (n = 330,000) | AID 434989 | inhibition, % at 5 µM;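 active = inhibition above its plate's threshold, mean inhibition of all tested compounds on the plate plus 3 SD, cut at about 37% in these data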;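 note: 0% = orexin A challenge wells and 100% = SB-334867-A antagonist wells; not every result past the cut was called active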
STK33 kinase inh = blocks human STK33 kinase activity | purified STK33, MBP phosphorylation, ADP-Glo luminescence | inhibition, % at 10 µM | actives 0.073% (n = 320,000);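 active = inhibition at or above 25%, using the most active replicate where run in duplicate; inactive = inhibition below 25%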
Target sequence (Q9BYT3 whole entry, looked up): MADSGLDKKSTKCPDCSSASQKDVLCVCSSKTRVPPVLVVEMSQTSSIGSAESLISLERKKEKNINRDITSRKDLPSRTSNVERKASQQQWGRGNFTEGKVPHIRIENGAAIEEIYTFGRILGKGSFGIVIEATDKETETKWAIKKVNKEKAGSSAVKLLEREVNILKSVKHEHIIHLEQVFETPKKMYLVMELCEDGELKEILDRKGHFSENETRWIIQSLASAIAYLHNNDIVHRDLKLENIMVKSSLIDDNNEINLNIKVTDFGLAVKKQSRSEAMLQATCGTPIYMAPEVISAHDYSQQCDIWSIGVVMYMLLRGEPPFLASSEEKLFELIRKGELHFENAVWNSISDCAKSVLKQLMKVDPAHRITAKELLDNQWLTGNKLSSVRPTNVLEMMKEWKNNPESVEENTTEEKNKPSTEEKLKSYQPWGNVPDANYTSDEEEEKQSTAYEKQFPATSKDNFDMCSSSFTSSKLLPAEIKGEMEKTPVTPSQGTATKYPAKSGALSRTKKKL
Numbers without * were called inactive; / = no result given.

SMILES	OX1R antag-1	OX1R antag-2	STK33 kinase inh
O=C(c1c(F)cccc1F)N(Cc1ccccn1)C1CC1	19	-27	1.0
CC(C)CN1CCC(CN(C)Cc2nc(-c3cnccn3)no2)CC1	2	-6	0.7
O=C(Nc1ccccc1Cl)NC1(C(=O)N2CCCCC2)CCCCC1	25	-11	1.3
Cn1c(=O)c2c(n(Cc3ccccc3)c1=O)NC(=O)C2CC(=O)NCc1cccc(Cl)c1 (stereo not given)	12	-23	-1.6
CCOc1ccc2nc(SCc3ccc(F)cc3)sc2c1	14	-25	-2.2
COc1cccc(C(=O)Nc2ccc(S(=O)(=O)N3CCN(C)CC3)cc2)c1	2	-10	-2.0
COCCn1c(C)cc(C(=O)CSc2n[nH]c(N)n2)c1C	19	-8	-6.9
CCOC(=O)c1[nH]c2ccccc2c1NC(=O)c1ccc(S(=O)(=O)N2CCCC2)cc1	5	-17	-0.1
CCc1ccccc1NC(=S)NCc1cccn1C	9	-11	-0.6
CCOC(=O)c1c(NS(=O)(=O)c2ccc(Br)cc2)sc2c1CCC2	26	-20	0.1

Structural class, those above containing four or more nitrogen atoms (3)
SMILES	OX1R antag-1	OX1R antag-2	STK33 kinase inh
CC(C)CN1CCC(CN(C)Cc2nc(-c3cnccn3)no2)CC1	2	-6	0.7
Cn1c(=O)c2c(n(Cc3ccccc3)c1=O)NC(=O)C2CC(=O)NCc1cccc(Cl)c1 (stereo not given)	12	-23	-1.6
COCCn1c(C)cc(C(=O)CSc2n[nH]c(N)n2)c1C	19	-8	-6.9

(cont.)
SMILES	OX1R antag-1	OX1R antag-2	STK33 kinase inh
COc1ccc(C(C)=O)cc1COC(=O)c1ccc(S(=O)(=O)N(C)C)cc1	18	-20	-0.6
CCOC(=O)c1cc(-c2ccccc2C)n(CC2CC(c3ccc(OC)cc3)=NO2)n1 (stereo not given)	17	12	2.0
CC(Oc1ccccc1)C(=O)N1CCC2(CC1)Oc1ccc(Cl)cc1C(=O)C21CC(c2ccccc2)=NO1 (stereo not given)	16	-7	-1.1
COC(=O)c1ccc(OCCOc2ccccc2)cc1	28	-14	-1.6
COc1ccc(N2CCN(C3CCCN(Cc4cccc(C(C)=O)c4)C3)CC2)cc1 (stereo not given)	8	-30	-1.2
O=C(/C=C/c1ccccc1[N+](=O)[O-])N1CCOCC1	28	-19	1.9
O=C(O)Cc1ccc(NC(=O)c2ccc(NC(=O)C3CC3)cc2)cc1	10	-3	-0.9
Cc1ccc(NC(=O)COc2ccc3c(c2)OCO3)c(C)c1	6	-9	-0.8
Cc1ccc(S(=O)(=O)CC(O)COc2ccc(F)cc2Cl)c(C)c1 (stereo not given)	10	-27	-2.6
O=C1NCC(COCc2ccccc2)O1 (stereo not given)	1	5	0.0
COCCNC(=O)c1ccc(Cn2c(SCC(=O)NCC3CCCO3)nc3ccc(Br)cc3c2=O)cc1 (stereo not given)	9	-24	0.1
COn1c(SCC(=O)N(C)C)nc2ccccc2c1=O	1	-8	0.2
O=S(=O)(c1ccc2nc(Nc3ccccc3)ccc2c1)N1CCCCC1	4	-14	-0.1
O=C(CCCl)Nc1ccc(S(=O)(=O)NCc2ccco2)cc1	1	-1	-0.7
CCC1C(=O)N=C(SCC(=O)Nc2ccc(Br)cn2)NC1=O (stereo not given)	14	-12	-0.2
COc1ccc(CCNC(=O)CN2C(=O)NC(c3ccccc3)(c3ccccc3)C2=O)cc1	36*	24	0.2
COc1cc(C2/C(=C(\O)c3ccc4c(c3)CC(C)O4)C(=O)C(=O)N2Cc2ccco2)ccc1O (stereo not given)	11	-14	0.3
CSc1ccc(/C=N\NC(=O)CC(=O)NC(C)C)cc1	10	-16	0.3
O=C(CCc1ccccc1)NNC(=O)Cc1ccc(Cl)cc1	41	9	1.2
Cc1ccc(C(=O)COc2ccccc2N2C(=O)c3ccccc3C2=O)cc1	11	-18	-1.0
Cn1c(CCNC(=O)c2ccco2)nc2cc(NC(=O)c3ccccc3Cl)ccc21	6	-19	1.4
C=CCOc1cccc(/C=N/NC(=O)C(=O)NCc2ccco2)c1	5	-17	-1.9
C/C(=N\OC(=O)NC(C)C)c1sc(-c2ccc(Cl)cc2)nc1C	4	-12	-0.2
CCOC(=O)c1c(N2C(=O)Nc3ccccc3N2O)sc2c1CCCCC2	16	-24	-1.3
Cc1cc2ncn(-c3ncnc4sc5c(c34)CCCC5)c2cc1C	9	-27	-0.3
Cc1nnc(SCC(=O)Nc2cccc(Br)c2)s1	5	-18	-2.1
O=C(O)/C=C/C(=O)Nc1ccc(Cl)cc1C(=O)c1ccccc1	9	-12	0.9
COc1ccc2c(CC(=O)OCC(=O)Nc3ccc(C)cc3)coc2c1	5	-23	-0.2
CCN(CC)CCCC1(CN)OCCc2ccccc21 (stereo not given)	14	-2	0.1
CCCCNC(=O)NNC(=O)c1cc(C)on1	9	-7	-1.6
CC(=O)Nc1ccc(S(=O)(=O)NCCC(=O)Nc2cc(C)ccn2)cc1	7	4	-0.5
Clc1ncc2[nH]cnc2n1	7	-25	1.5
CNC(=O)NNC(=O)c1csc(Cc2c(Cl)sc3ccc(Cl)cc23)n1	-2	-10	1.3
CCCNc1cc(C)c(C#N)c2nc3ccccc3n12	1	-10	-0.1
N#Cc1c(NC(=O)c2cccc(S(=O)(=O)Nc3ccc(C(=O)O)cc3)c2)sc2c1CCCC2	15	5	3.0
CCN(C[C@H]1N[C@@](Cc2ccccc2)(C(=O)OC)[C@H]2C(=O)N(C)C(=O)[C@@H]12)C(=O)Nc1ccc(C)cc1	7	-27	/
O=C(CSc1nc2ccccc2c(=O)n1-c1ccc(F)cc1)Nc1ccc(N2CCOCC2)cc1	7	-24	-1.2
O=C(NNS(=O)(=O)c1ccc(Br)cc1)c1ccncc1	12	-10	-0.1
CC(C)[C@H](NC(=O)N1CCn2c1nc1ccccc12)C(=O)NCC1CCCO1 (stereo not given in full)	7	-19	-0.2
c1ccc(SCCN2CCN(c3ccccc3)CC2)cc1	-4	-30	0.7
O=C(Nc1cccc2ccccc12)c1ccc([N+](=O)[O-])o1	29	-11	-0.9
Cc1[nH]c(=O)[nH]c(=O)c1S(=O)(=O)N1CCN(c2ccccc2)CC1	9	0	-1.0
COc1ccccc1NC(=O)C(Cc1ccc(Cl)cc1)c1nn[nH]n1 (stereo not given)	11	-11	-0.7
O=C(Nc1ccc(N2CCN(C(=O)c3ccco3)CC2)cc1)c1cccnc1Cl	11	-6	-0.3
CC(NC(=O)c1ccc(N2CCNCC2)c([N+](=O)[O-])c1)C12CC3CC(CC(C3)C1)C2 (stereo not given)	12	-6	-0.4
Nc1c(C(=O)NCCN2CCOCC2)c2nc3ccccc3nc2n1-c1ccccc1	12	-12	-1.3
O=S(=O)(NCCc1ccccc1)c1ccc(S(=O)(=O)N2CCCCC2)cc1	5	-15	-0.9
COc1ccc(C2c3c(ncn(CCCO)c3=N)Oc3ccc4ccccc4c32)cc1OC (stereo not given)	15	-37	-1.1
O=C(Cc1cccs1)NNC(=S)NCc1ccc(Cl)cc1	17	-9	-1.0
CCOC(=O)C1CCN(c2ncnc3c2c(-c2ccccc2)cn3-c2ccccc2)CC1	8	-31	-0.9
Next section:
SMILES	OX1R antag-1	OX1R antag-2	STK33 kinase inh
Clc1ccc(-c2nc(Cc3ccccc3)no2)cc1	21	-12	-0.4
O=C(CSc1nc(C2CC2)nc2sc3c(c12)CCCC3)NCc1ccco1	9	-27	2.5
O=C(Nc1ccc2c(c1)OCCO2)c1ccc(Cl)c(Cl)c1	14	-12	-1.1
O=C(Cn1c(NCCO)nc2ccccc21)c1cccs1	16	-8	-6.7
COc1ccc(NS(=O)(=O)c2cccc(C(=O)O)c2)cc1S(=O)(=O)N1CCOCC1	10	6	-2.2
Cc1nc2ccccn2c1C(=O)N/N=C/c1ccc([N+](=O)[O-])cc1	10	-15	-2.0
CCC(C(=O)Nc1ccccc1F)n1nc(C)c2c(C)n(-c3ccccc3)nc2c1=O (stereo not given)	18	-32	-1.6
Cc1cc(C)c(C#N)c(Nc2cccc(C)c2C)n1	-5	-15	-2.7
CCCCNC(=O)CSc1nc2cc(OC)c(OC)cc2c(=O)n1Cc1ccc(OC)cc1	16	-29	-0.9
CCO[C@@H]1OC(C(=O)O)=C[C@H](c2ccc3c(c2)OCO3)[C@H]1CCCO	36	-26	0.2
COC(=O)c1c(O)cc(=O)n2c1CCCCC2	7	-1	-0.1
O=C(Nc1ccc(N2CCN(C(=O)c3ccccc3F)CC2)cc1)c1ncn[nH]1	3	-8	-0.1
Cc1ccccc1C(=O)OCCCN=C1NS(=O)(=O)c2ccccc21	20	-9	-0.4
COc1ccc(NC(=O)CCS(=O)(=O)c2ccc3c(c2)oc(=O)n3C)cc1	2	-17	-1.2
CC(C)(O)C#Cc1ccc(CN2CCC(CO)(CCc3ccccc3)CC2)cc1	13	3	0.0
O=C(Nc1ccccc1C(F)(F)F)c1cc(-c2ccccc2O)on1	5	-2	-0.4
CN1CCN(CC(=O)n2c3c(c4ccccc42)CCCC3)CC1	9	-17	-0.7
O=C(Cn1c2c(sc1=O)C1c3ccccc3OCC1CS2)Nc1ccc(Cl)cc1 (stereo not given)	2	-2	-0.2
Cc1noc(C)c1S(=O)(=O)Nc1ccccc1Oc1ccccc1	18	-6	-1.0
Cc1nnc(SCC(=O)Nc2ccc(Oc3ccccc3)cc2)n1N	17	-15	-1.4
O=C(NC(=S)Nc1ccc(N2CCOCC2)cc1)c1cccc(Cl)c1	13	-17	-2.2
Cc1ccc(CN2CCN(Cc3cnc(N4CCOCC4)s3)CC2CCO)cc1 (stereo not given)	8	-5	6.7
COc1cccc(NC(=O)COC(=O)CCSc2ccccc2)c1	7	3	-0.3
CCOC(=O)CC1COCCN1C(=O)c1cc(COc2ccc(F)c(F)c2)on1 (stereo not given)	14	9	-1.0
CC(=O)c1ccc(CC2SC(N)=NC2=O)cc1 (stereo not given)	10	8	-0.4
Cn1cc(-c2ccccc2C(=O)O)c(=O)c2cc(Cl)ccc21	4	0	-0.9
O=C(NS(=O)(=O)Nc1ccccn1)c1c[nH]c2ccccc12	7	-21	1.3
CC(=O)C[C@@H](O)CC(=O)[C@H]1OC(=O)CCCCCCCCc2ccccc21	3	11	-1.3
Cc1c(C(=O)O)oc2c1/C(=N\O)CCC2	6	0	-1.4
NS(=O)(=O)c1ccc(CCNC(=O)c2cccc(S(=O)(=O)N3CCCC3)c2)cc1	4	-17	0.3

Reformatted with values ahead of the structure: part of the list above.
OX1R antag-1,OX1R antag-2,STK33 kinase inh,SMILES
14,9,-1.0,CCOC(=O)CC1COCCN1C(=O)c1cc(COc2ccc(F)c(F)c2)on1 (stereo not given)
10,8,-0.4,CC(=O)c1ccc(CC2SC(N)=NC2=O)cc1 (stereo not given)
4,0,-0.9,Cn1cc(-c2ccccc2C(=O)O)c(=O)c2cc(Cl)ccc21
7,-21,1.3,O=C(NS(=O)(=O)Nc1ccccn1)c1c[nH]c2ccccc12
3,11,-1.3,CC(=O)C[C@@H](O)CC(=O)[C@H]1OC(=O)CCCCCCCCc2ccccc21
6,0,-1.4,Cc1c(C(=O)O)oc2c1/C(=N\O)CCC2

Further records follow:
SMILES	OX1R antag-1	OX1R antag-2	STK33 kinase inh
Cc1cccc(NC(NC(=O)c2ccccc2[N+](=O)[O-])C(Cl)(Cl)Cl)c1 (stereo not given)	10	-26	0.0
CC(=O)Nc1cccc(/C(C)=N/NC(=O)c2c(-c3ccccc3Cl)noc2C)c1	17	-27	-1.1
O=C(Nc1ccccc1O)c1cc2cc(Br)ccc2oc1=O	16	-6	-0.7
Cc1cnn(C(=O)c2ccccc2Br)c1	1	-11	-1.3
COc1ccc(S(=O)(=O)N2CCCC(C(=O)N3CCN(C)CC3)C2)cc1C (stereo not given)	1	-37	0.0
CC1=C(C(=O)Nc2ccccc2)C(c2ccncc2)C(C#N)=C(SCC(=O)Nc2ccccc2)N1 (stereo not given)	12	-20	0.5
Cc1sc(Nc2ccc([N+](=O)[O-])cc2)nc1-c1c(C)n(C)n(-c2ccccc2)c1=O	17	-32	-1.5
O=C(CCCn1c(=S)[nH]c2ccsc2c1=O)Nc1ccc2c(c1)OCO2	11	3	-0.1
O=C(Cc1ccc(Cl)cc1Cl)Nc1cccc(S(=O)(=O)Nc2ccccc2F)c1	20	-6	-2.2
CC(=O)Nc1ccc2nc(C3CCCCC3)[nH]c2c1	7	-6	0.3
O=C(CCSc1ccc(Cl)cc1)NN=C1CCCCCC1	11	-5	0.4
COc1ccc(-c2n[nH]c(=S)n2/N=C/C=C\c2ccccc2OC)cc1	23	-22	-0.2
COCC(=O)N(c1ccccc1)C(C)C(=O)OC (stereo not given)	14	-8	0.1
Cc1nnc(NC(=O)CSc2nnc3c(n2)[nH]c2ccc(Br)cc23)s1	10	-3	-0.9
O=S(=O)(NCc1ccco1)c1ccccc1Br	21	-11	0.6
CCn1cc(C(=O)NCc2ccco2)c(=O)c2cc(S(=O)(=O)N3CCc4ccccc4C3)ccc21	14	-10	-1.0
Cc1ccc(-n2ncc3c(NCCCOC(C)C)ncnc32)c(C)c1	32	-22	-0.4
O=C(Cn1nc(C(=O)O)c2ccccc2c1=O)Nc1ccc2c(c1)C(=O)c1ccccc1C2=O	7	-9	1.8
C#CCNC(=O)C1=C[C@H](c2csc3ccccc23)[C@@H](CCCO)[C@H](OCC)O1	26	-14	-0.7
CCN(CC)C(=O)COc1ccc(/C(C)=N/NC(=O)c2ccccc2Br)cc1	29	-23	-2.2
Cc1n[nH]c(C)c1C(=O)CC1(O)C(=O)N(CCc2ccccc2)c2ccc(Br)cc21 (stereo not given)	22	-14	1.0
